Assay outcomes: PubChem, Emory University Molecular Libraries Screening Center
14-3-3 PPI – modulators of 14-3-3 gamma protein binding, primary screen, biochemical, fluorescence polarization; FP, 14-3-3gamma / TMR-pS259-Raf peptide binding; 0.19% of 160,000 active; 14-3-3 protein gamma (Homo sapiens), P61981; inhibition, % at 40 µM; in the data active = inhibition above about 30%;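 also: 0% = protein plus tracer without compound and 100% = blank with tracer alone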
Target sequence (P61981 whole entry, looked up): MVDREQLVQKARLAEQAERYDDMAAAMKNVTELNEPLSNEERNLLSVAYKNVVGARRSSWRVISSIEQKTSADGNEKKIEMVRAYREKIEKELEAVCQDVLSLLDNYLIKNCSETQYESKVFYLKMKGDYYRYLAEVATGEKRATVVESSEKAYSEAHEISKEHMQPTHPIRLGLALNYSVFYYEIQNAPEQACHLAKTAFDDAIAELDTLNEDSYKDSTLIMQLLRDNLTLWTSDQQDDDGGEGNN
An asterisk follows results filed as active; & = joins results of further samples. Only part of the results is shown (hit frequency here may not be typical).

SMILES | 14-3-3 PPI
CC1=C(C(=O)OCc2ccccc2)C(c2ccco2)C2=C(CC(C)(C)CC2=O)N1 (configuration not stated) | 0
COC(=O)Cc1[nH]nc2c1C(c1cccc(OC)c1OC)C(C#N)=C(N)O2 (configuration not stated) | 2
c1cncc(-c2cnc3ccccc3n2)c1 | -12
CCN(CCNC(=O)c1cccc(N2CCCC2=O)c1)c1ccccc1 | -4&-5
CC1(C)CC(=O)c2sc(NC(=O)c3ccccc3Br)nc2C1 | -10
Cc1ncc(CO)c2cc(C(=O)Nc3ccccc3)c(=Nc3cccc(Cl)c3)oc12 | 5
COc1ccc(N(CC(=O)N2CCN(C)CC2)S(=O)(=O)c2ccccc2)cc1OC | -5
O=C(Nc1cccc2c1CCCC2)C1CCN(c2nnnn2-c2ccccc2)CC1 | -9
COc1ccccc1CNC(=O)c1ccc2c(=O)n(-c3cccc(C(F)(F)F)c3)c(=S)[nH]c2c1 | -6
CC(C)COC(=O)C1C2C=CC3(CN(C(C)c4ccccc4)C(=O)C13)O2 (configuration not stated) | 2

Sorted by the number under 14-3-3 PPI (lowest first): some entries from above
SMILES | 14-3-3 PPI
CC1(C)CC(=O)c2sc(NC(=O)c3ccccc3Br)nc2C1 | -10
COc1ccccc1CNC(=O)c1ccc2c(=O)n(-c3cccc(C(F)(F)F)c3)c(=S)[nH]c2c1 | -6
COC(=O)Cc1[nH]nc2c1C(c1cccc(OC)c1OC)C(C#N)=C(N)O2 (configuration not stated) | 2

Additional structures:
SMILES | 14-3-3 PPI
CCOC(=O)C(C)n1cnc2c(nnn2-c2cccc(Cl)c2)c1=O (configuration not stated) | 2
CCC(NS(=O)(=O)c1cc(C)ccc1OC)C12CC3CC(CC(C3)C1)C2 (configuration not stated) | 4
CCOc1ccc(-c2nc(C#N)c(NC3CC3)o2)cc1 | -2
CC(C)(C)N=C1SCC(C)(/C=N/O)S1 (configuration not stated) | -1
Cc1cc(C)c(OCC(O)Cn2c(C)nc3ccccc32)c(C)c1 (configuration not stated) | -22
CC(C)(C)NC(=O)CN(Cc1cccs1)C(=O)c1csnn1 | 5
Cc1cc(=O)[nH]c(NCCO)n1 | -6
C=CCNC(=O)C1CCN(S(=O)(=O)N2CCCCC2)CC1 | -1
CCOc1ccccc1NC(=O)c1sc2ncnc(N(C)c3ccccc3)c2c1C | 4
COc1ccccc1C(=O)Nc1nnc(-c2ccco2)s1 | -7
CC(Nc1cc(=O)n(C)c(=O)[nH]1)c1ccccc1 (configuration not stated) | -9&-8
Cc1ccc(C)c(NS(=O)(=O)c2c(C)ccc3nsnc23)c1 | -5
COc1ccc(Cn2c(=S)[nH]c3cc(C(=O)Nc4ccc(C)c(C)c4)ccc3c2=O)cc1 | -14
c1ccc2c(N3CCCCC3)nc(N3CCCC3)nc2c1 | -8
Cc1ccc(Cn2c(NCCc3ccccc3)nc3c2c(=O)n(C)c(=O)n3C)cc1 | -10
O=C(CC(=O)c1cc(Cl)ccc1O)c1ccccc1 | 1
CC(C)C1CC(CCNCc2ccc(N(C)C)cc2)(c2ccccc2)CCO1 (configuration not stated) | -9
Cc1ccccc1CS(=O)(=O)CCC(=O)NC1CC1 | 1
O=C(Nc1ccc([N+](=O)[O-])cc1Br)c1cccc(C(=O)Nc2ccc([N+](=O)[O-])cc2Br)c1 | -5
CCc1cccc2c(=O)c(C(=O)N3CCCCCC3)c[nH]c12 | 2
COCCNc1nc(=O)[nH]nc1C | 0
NC(=O)NC(c1ccccc1)c1ccccc1F (configuration not stated) | -6
COC(=O)c1oc2nc(C)cc(C)c2c1N | -10
O=C(O)c1ccc(NC(=O)C2CC=CCC2C(=O)O)cc1O (configuration not stated) | 9
COC(=O)C1=C(C)NC2=C(C(=O)CC(c3cccs3)C2)C1c1cc(OC)c(Br)cc1OC (configuration not stated) | 4
CC(C)NC(=O)Cn1c(SCC(=O)N2CCCc3ccccc32)nc2ccccc21 | -8
CCOc1ccc(C2C(C(=O)Nc3ccccn3)=C(C)NC3=C2C(=O)CC(C)(C)C3)cc1 (configuration not stated) | -6
COc1ccc(-n2nc(C(=O)NCC(=O)N3CCCC(C)C3)c3ccccc3c2=O)cc1 (configuration not stated) | -12
Cc1nnc(N(Cc2ccco2)C(=O)c2cccc(C#N)c2)s1 | -5
CCN(CC)S(=O)(=O)c1ccc(NC(=O)COc2cccc(C)c2)cc1 | 4
COC(=O)c1ccc(OCc2nc(N)nc(N3CCOCC3)n2)cc1 | -8&1
COc1ccc(Br)cc1C(=O)Nc1ccc(O)cc1 | -1
O=C1NC(=Nc2ccc(Cl)cc2)SC1Cc1ccccc1[N+](=O)[O-] (configuration not stated) | 1
O=C(CSc1nnc(-c2ccncc2)n1Cc1ccccc1)c1cccc([N+](=O)[O-])c1 | 0
Cc1cc(O)ccc1NC(=O)c1ccccc1 | -6
COc1cc(C(=O)NCCc2ccc(S(N)(=O)=O)cc2)cc(OC)c1OC | -8
COc1ccc(-n2c(=S)[nH]c3cc(C(=O)N4CCCC4)ccc3c2=O)cc1OC | 1
Cc1cccc(NC(=O)CN2CCCN(S(=O)(=O)c3ccc(Br)cc3)CC2)c1 | -5
CN1CCN(S(=O)(=O)c2ccc(-c3ccc(S(=O)(=O)N4CCN(C)CC4)cc3)cc2)CC1 | -2
Cn1c(=O)cc(OCC(=O)NC2CCCCC2)c2ccccc21 | 0
Cc1ccc(NC(=O)C(=O)c2c(-c3ccccc3)cc3ccccn23)cc1 | -6
CC1(c2ccccc2)NC(=O)N(CC(=O)NC(=O)NC2CCCC2)C1=O (configuration not stated) | -6
CC(=O)Nc1nc(C)c(-c2nc3ccc([N+](=O)[O-])cc3[nH]2)s1 | -7
CCC(Cc1ccccc1)NC(=O)CN1C(=O)CSc2ncccc21 (configuration not stated) | -2
CCCC(=O)N1CCN(c2cc(N3CCC(C)CC3)c(F)cc2[N+](=O)[O-])CC1 | -8
CCNC(=O)C1CC(=O)N(Cc2ccc3c(c2)OCO3)C(=Nc2ccc(OCC)cc2)S1 (configuration not stated) | -3
Cc1cccc(CN2C(=O)CSc3ccc(C(=O)N4CCOCC4)cc32)c1 | -12
Cc1cc(NCCCN2CCOCC2)n2c(nc3ccccc32)c1C#N | -7
O=C(CN1CCN(C(=O)c2cccs2)CC1)Nc1ccc(Br)cc1 | -6
COCCCNC(=O)C1CCN(c2nc(C)cc(C)n2)CC1 | -5
Following part.
SMILES | 14-3-3 PPI
CC(=O)N1c2c(cc(Br)cc2S(=O)(=O)Nc2ccccc2C)CC1C (configuration not stated) | 4
Cc1cc(N2CCCC2=O)c(N)cc1N | -3
Cc1ccc(S(=O)(=O)N(Cc2ccccc2)Cc2ccco2)cc1 | 0&-8
Cc1ccc(S(=O)(=O)NCCNc2cc(Cl)ccc2[N+](=O)[O-])cc1 | -6
COc1ccc(CCNc2ccc(N3C(=O)CC(C)C3=O)cc2[N+](=O)[O-])cc1OC (configuration not stated) | -3
O=C(NCCN1CCN(c2ccccc2)CC1)C1CCN(S(=O)(=O)c2cccc3nonc23)CC1 | -14
Oc1ccc(N=Cc2ccc(Br)cc2)cc1 | 29
COc1ccccc1C(=O)Nc1c2c(nn1-c1ccccc1C)CSC2 | -3
CCOc1ccc2ccccc2c1C(=O)N1CCN(c2ccccc2)CC1 | 0
N=C1SCC(=O)N1c1ccccc1Cl | -21
CC(=O)N(Cc1ccccc1)c1ccc(C(=O)O)cc1 | -2
CCOC(=O)c1ccccc1NC(=O)CCc1nc(-c2ccc(C)cc2)no1 | -5
Cc1cc(C)nc(Nc2ccc(O)cc2)n1 | 5
Cc1cc(Cl)ccc1NC(=O)CN(c1cccc(C)c1C)S(C)(=O)=O | -12
CCC(C)C(NCCC(=O)c1ccc(Cl)cc1)C(=O)O (configuration not stated) | 1
COC(=O)c1ccc(C2/C(=C(\O)c3ccc(OC)c(C)c3)C(=O)C(=O)N2c2cc(C)on2)cc1 (configuration not stated) | -1
O=C(COC(=O)c1ccccc1NC(=O)c1ccc(Br)cc1)c1ccccc1 | 1
CC(c1ccco1)N(C(=O)C12CC3CC(CC(C3)C1)C2)c1ccccn1 (configuration not stated) | 6
Cc1cc(C)c(C(=O)CSc2nnc(-c3ccccc3Br)o2)cc1C | -4
COC(=O)C1C(=O)CC(C)(O)C(C(=O)OC)C1c1cccc(F)c1 (configuration not stated) | -2

18 successive compounds from above, for reference:
SMILES | 14-3-3 PPI
COCCCNC(=O)C1CCN(c2nc(C)cc(C)n2)CC1 | -5
CC(=O)N1c2c(cc(Br)cc2S(=O)(=O)Nc2ccccc2C)CC1C (configuration not stated) | 4
Cc1cc(N2CCCC2=O)c(N)cc1N | -3
Cc1ccc(S(=O)(=O)N(Cc2ccccc2)Cc2ccco2)cc1 | 0&-8
Cc1ccc(S(=O)(=O)NCCNc2cc(Cl)ccc2[N+](=O)[O-])cc1 | -6
COc1ccc(CCNc2ccc(N3C(=O)CC(C)C3=O)cc2[N+](=O)[O-])cc1OC (configuration not stated) | -3
O=C(NCCN1CCN(c2ccccc2)CC1)C1CCN(S(=O)(=O)c2cccc3nonc23)CC1 | -14
Oc1ccc(N=Cc2ccc(Br)cc2)cc1 | 29
COc1ccccc1C(=O)Nc1c2c(nn1-c1ccccc1C)CSC2 | -3
CCOc1ccc2ccccc2c1C(=O)N1CCN(c2ccccc2)CC1 | 0
N=C1SCC(=O)N1c1ccccc1Cl | -21
CC(=O)N(Cc1ccccc1)c1ccc(C(=O)O)cc1 | -2
CCOC(=O)c1ccccc1NC(=O)CCc1nc(-c2ccc(C)cc2)no1 | -5
Cc1cc(C)nc(Nc2ccc(O)cc2)n1 | 5
Cc1cc(Cl)ccc1NC(=O)CN(c1cccc(C)c1C)S(C)(=O)=O | -12
CCC(C)C(NCCC(=O)c1ccc(Cl)cc1)C(=O)O (configuration not stated) | 1
COC(=O)c1ccc(C2/C(=C(\O)c3ccc(OC)c(C)c3)C(=O)C(=O)N2c2cc(C)on2)cc1 (configuration not stated) | -1
O=C(COC(=O)c1ccccc1NC(=O)c1ccc(Br)cc1)c1ccccc1 | 1

The results go on:
SMILES | 14-3-3 PPI
Cc1cc(-c2ccccc2)nc2cc(-c3ccc(Cl)cc3)nn12 | -2
COc1ccc(C2C(C(=O)Nc3nc4ccccc4s3)c3cc(OC)c(OC)cc3C(=O)N2C)cc1OC (configuration not stated) | -20
O=C(Nc1cccc(Cl)c1)C1C2C=CC3(O2)C1C(=O)N(CCC1=CCCCC1)C3C(=O)NC1CCCCC1 (configuration not stated) | -4
Cc1ccc(S(=O)(=O)Nc2cc3c4c(oc3c3ccccc23)CCCC4=O)cc1[N+](=O)[O-] | -36
CN(C)CCN1C(=O)C(=O)/C(=C(/O)c2ccc(F)cc2)C1c1ccccc1F (configuration not stated) | 4&-6
CN(C(=O)CSc1nc(-c2ccco2)cc(C(F)(F)F)n1)c1ccccc1 | -5
COc1ccccc1CC(=O)N1CCN(c2cccc(C(F)(F)F)c2)CC1 | 0
O=C(Nc1ccc(I)cc1)c1ccc([N+](=O)[O-])cc1Cl | -7
Cc1cccc(NC(=O)c2ccc(F)c(S(=O)(=O)NCc3ccccc3Cl)c2)c1 | -9
O=C(c1ccc2c3c(cccc13)CC2)N1CCN(c2ncccn2)CC1 | -8
O=c1c2c(nc(SCc3ccc(Br)cc3)n1-c1ccccc1)CCS2 | -1
Cn1c(=O)c2c(ncn2CC(=O)OCC(=O)NC2CCCc3ccccc32)n(C)c1=O (configuration not stated) | -6
Cc1ccc(Nc2ccc(C(=O)O)cc2[N+](=O)[O-])cc1 | -5
O=C(NCc1ccccc1Cl)C1CC(=O)N(CCc2ccccc2)C1 (configuration not stated) | -7
CC(=O)C1=NN(c2ccc(Cl)cc2)C2C(=O)N(c3ccccc3Cl)C(=O)C12 (configuration not stated) | -5
COc1cc(NS(=O)(=O)c2ccc(C)cc2)c2ncccc2c1 | -8
CCOc1ccccc1-c1nc(C(N)=O)c2[nH]c(=O)n(-c3cccc(C)c3)c2n1 | -1
Cc1ccc(N2C(=O)CC(Sc3ncn[nH]3)C2=O)c(Cl)c1 (configuration not stated) | -19
Fc1ccc(Nc2c(-c3ccccn3)nc3ccccn23)cc1 | 3
Cc1cc(C)c2c(n1)sc1c(O)cc(=O)[nH]c12 | -9
CCOC(=O)CNc1c(-c2ccc(O)cc2)nc2ccc(Cl)cn12 | -5
CC(C)NC(=O)c1ccccc1NC(=O)c1ccccc1N(C)S(C)(=O)=O | 5
CC1=Nn2c(nnc2-c2ccccc2)SC1 | -8
CN(CCO)c1cc(Sc2ccc([N+](=O)[O-])cc2)c2nonc2c1[N+](=O)[O-] | -9
CCC(CC)C(=O)Nc1c2c(nn1-c1cccc(C)c1C)CS(=O)C2 (configuration not stated) | 6
Cc1ccc(/C(O)=C2\C(=O)C(=O)N(CCCN(C)C)C2c2ccccc2F)cc1 (configuration not stated) | -7
COc1ccc2oc(=O)c(-c3csc(-c4ccc([N+](=O)[O-])cc4)n3)cc2c1 | -4
CCOc1ccc(C2CC(=O)C3=C(C2)NC(C)=C(C(=O)OC2CCCC2)C3c2ccc3c(c2)OCO3)cc1OC (configuration not stated) | -3
O=C(c1cccc(-c2nnc(-c3ccccc3)o2)c1)N1CCCCC1 | -1
O=C(NCc1ccco1)c1cccnc1SCc1ccccc1Cl | -20
COc1cc(C(=O)N2CC(=O)Nc3ccc(Br)cc3C2c2ccc(F)cc2)cc(OC)c1OC (configuration not stated) | -3
CC(=O)Nc1cccc(N2C(=O)CC(N3CCC(C(=O)N4CCCCC4)CC3)C2=O)c1 (configuration not stated) | 1
Cc1nc(Nc2cccc(C(F)(F)F)c2)c2cc(C)sc2n1 | -9
COCCCNC(=O)Cn1cc2c(n1)CCC(C)C2 (configuration not stated) | 5
CCOc1ccc2[nH]c(=O)c(C(c3nnnn3C3CCCCC3)N3CCN(CC)CC3)cc2c1 (configuration not stated) | 4
CCCOC(=O)CSC1=C(C#N)C(c2ccccc2OC)C(C#N)C(=O)N1 (configuration not stated) | -1
COc1cc2ccccc2cc1C(=O)Nc1nc2ccccc2s1 | -16
Cc1nc2ccccc2n1CC(O)COc1ccc([N+](=O)[O-])cc1 (configuration not stated) | -6
C=CCNc1nc(N2CCCCC2)c(C#N)c2c1CN(Cc1ccccc1)CC2 | -7
